PTK2B oligo ant – blocks oligomerization of human Pyk2 in cells; z-score (the deposit names both 25 µM and 10 µM); AID 1347419; Q293 cells, Pyk2 FERM NanoBiT luminescence; hits give low values; 0.83% of 99,000 active;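 active = Z-score of -3 or lower, scaled per plate to the spread of control and sample wells; inactive = z-score above -3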;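 note: negative z-score means lost luminescence so less FERM oligomerization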
Target sequence (Q14289 whole entry, looked up): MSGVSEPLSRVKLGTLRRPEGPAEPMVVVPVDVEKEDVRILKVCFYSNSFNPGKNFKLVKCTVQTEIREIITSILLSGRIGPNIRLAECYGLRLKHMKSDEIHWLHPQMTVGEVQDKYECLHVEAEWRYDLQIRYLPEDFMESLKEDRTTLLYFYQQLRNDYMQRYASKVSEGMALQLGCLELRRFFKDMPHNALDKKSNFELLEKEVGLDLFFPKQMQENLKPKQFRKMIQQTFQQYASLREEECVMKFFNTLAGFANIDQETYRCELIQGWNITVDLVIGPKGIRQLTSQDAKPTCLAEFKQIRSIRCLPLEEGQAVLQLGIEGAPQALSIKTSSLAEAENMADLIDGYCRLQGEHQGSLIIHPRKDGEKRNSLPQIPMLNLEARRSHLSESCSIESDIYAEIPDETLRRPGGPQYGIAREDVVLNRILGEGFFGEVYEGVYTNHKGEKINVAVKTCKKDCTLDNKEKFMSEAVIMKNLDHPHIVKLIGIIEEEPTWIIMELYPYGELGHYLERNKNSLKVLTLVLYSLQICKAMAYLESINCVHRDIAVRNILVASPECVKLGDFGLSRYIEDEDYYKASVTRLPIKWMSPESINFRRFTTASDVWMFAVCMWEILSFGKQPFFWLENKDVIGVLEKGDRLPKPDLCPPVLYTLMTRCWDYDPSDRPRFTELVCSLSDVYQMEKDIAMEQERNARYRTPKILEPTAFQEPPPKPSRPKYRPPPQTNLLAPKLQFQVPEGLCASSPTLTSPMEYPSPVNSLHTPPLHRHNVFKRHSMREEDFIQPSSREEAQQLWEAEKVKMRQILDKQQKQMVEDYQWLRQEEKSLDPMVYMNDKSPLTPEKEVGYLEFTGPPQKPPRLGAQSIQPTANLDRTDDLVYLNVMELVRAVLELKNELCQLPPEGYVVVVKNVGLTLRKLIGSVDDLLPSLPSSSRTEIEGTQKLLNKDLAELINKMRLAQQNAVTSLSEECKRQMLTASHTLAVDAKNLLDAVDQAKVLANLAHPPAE
MT1-MMP txn act – activates MT1-MMP transcription; HT1080 MT1-MMP promoter luciferase reporter, luminescence, overnight; hits give high values; 0.16% of 86,000 active; activation factor at 10 µM;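 active = activation factor of at least 2 for MT1-MMP transcription at 10 µM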
* = called active by the depositor. These rows are one share of the data (hit frequency here may not be typical).

SMILES | PTK2B oligo ant | MT1-MMP txn act
O=C(O)CC1CCCC(c2ccccc2)C1=O (centres undefined) | 2.8 | 1
COc1cc(C(=O)N(CCc2ccccc2)C2=CC3CCC(C2)N3C)cc(OC)c1OC (centres undefined) | 0.82 | 1.3
Cc1cccc(NC(=O)c2cc3ccccc3o2)c1 | 0.63 | 1.5
Cc1ccc(NC(=O)CSc2nnc(CCCCCNC(=O)OC(C)(C)C)o2)c(C)c1 | 0.08 | 1.1
CCCCOc1ccc(NC(=O)CN2CCN(C(=O)OCC)CC2)cc1 | 0.95 | 1.4
CCOC(=O)c1ccccc1NC(=O)CSc1nc(N)cc(N)n1 | -0.07 | 1.1
c1ccc(-c2csc3ncnc(NCCCN4CCOCC4)c23)cc1 | 0.8 | 1.1
O=S(=O)(NCc1cccnc1)c1ccc2c(c1)OCCO2 | -0.05 | 1.1
Cc1ccc(S(=O)(=O)CC(C)N2CCN(C3CCCCC3)CC2)cc1 (centres undefined) | 0.23 | 1.2
COc1ccc(OC)c(S(=O)(=O)Nc2cc(Cl)cc(Cl)c2)c1 | -1.6 | 1
COc1cccc(NS(=O)(=O)c2cc(C)sc2C)c1 | -1.4 | 1.1
Cc1ccc(C)c2[nH]c(=O)c(CCNC(=O)c3ccc(Br)o3)cc12 | -0.25 | 1.1
CCN(Cc1nc2ccccc2c(=O)[nH]1)Cc1cc(=O)oc2cc(C)c(C)cc12 | -0.76 | 1
O=C(COCCOCC(=O)N(c1ccccn1)C1CCCCC1)N(c1ccccn1)C1CCCCC1 | 0.17 | 1
COc1ccc(-c2cc(C(F)(F)F)nc(SCC(=O)N3CC(C)OC(C)C3)n2)cc1OC (centres undefined) | 1.2 | 1
Cc1cc(C)c(C#N)c(SCc2[nH]nc3c2C(c2ccc(F)cc2)C(C#N)=C(N)O3)n1 (centres undefined) | 0.41 | 1.1
CCOC(=O)C1=NN(c2ccccc2)C2=NC(C)=C(C(=O)OC)C(c3cccs3)N12 (centres undefined) | 0.39 | 1
CC(C(=O)N1CCCCC1)n1sc2ccccc2c1=O (centres undefined) | 0.7 | 1.3
NC(=O)CSc1nnc(Cc2csc(Nc3ccc(F)cc3)n2)n1Cc1ccccc1 | -0.75 | 1
CCOC(=O)c1ccc(NC(=O)NCc2ccn(CC)n2)cc1 | 1.9 | 1.4
O=C(CS(=O)(=O)c1cn(Cc2ccc(F)cc2)c2ccccc12)N1CCCCC1 | 0.82 | 1.1
Cc1nn(CCC(=O)NNC(=S)Nc2ccc(Cl)cc2)c(C)c1[N+](=O)[O-] | -0.05 | 1
COC(=O)CSc1nc2c(c(=O)[nH]c(=O)n2C)n1CCC(C)C | 0.8 | 1.2
COC(=O)Nc1ccc(S(=O)(=O)Nc2ccc(O)cc2)cc1 | 0.27 | 1.2
COC(=O)C(NC(=O)c1ccco1)(Nc1cc(C)ccn1)C(F)(F)F (centres undefined) | 0.48 | 1.1

Not a retest: five of the compounds above.
SMILES | PTK2B oligo ant | MT1-MMP txn act
O=C(CS(=O)(=O)c1cn(Cc2ccc(F)cc2)c2ccccc12)N1CCCCC1 | 0.82 | 1.1
Cc1nn(CCC(=O)NNC(=S)Nc2ccc(Cl)cc2)c(C)c1[N+](=O)[O-] | -0.05 | 1
COC(=O)CSc1nc2c(c(=O)[nH]c(=O)n2C)n1CCC(C)C | 0.8 | 1.2
COC(=O)Nc1ccc(S(=O)(=O)Nc2ccc(O)cc2)cc1 | 0.27 | 1.2
COC(=O)C(NC(=O)c1ccco1)(Nc1cc(C)ccn1)C(F)(F)F (centres undefined) | 0.48 | 1.1

Continued.
SMILES | PTK2B oligo ant | MT1-MMP txn act
CCOC(=O)CSc1nnnn1-c1cccc2ccccc12 | 0.19 | 1.1
CC(NC(=O)c1ccc(F)cc1)C(c1cccs1)N1CCN(C)CC1 (centres undefined) | 1.2 | 1
CC(=O)Nc1ccc(S(=O)(=O)NCCc2csc(C)n2)cc1 | 0.5 | 1
O=C(c1ccccc1)c1cc[n+]([O-])cc1 | 0.03 | 1.2
CC1=C(C(=O)OC2CCCCC2)C(c2cccnc2)n2ncnc2N1 (centres undefined) | -0.41 | 1.1
CC(NC(=O)c1ccco1)C(c1cccs1)N1CCN(c2ccccc2F)CC1 (centres undefined) | -0.57 | 1.1
COc1ccc(N(CC(=O)NC2CCCC2)C(=O)c2csnn2)cc1 | 0.17 | 1.1
CCC(c1nnnn1C1CCCC1)N1CCN(Cc2ccccc2)CC1 (centres undefined) | 0.46 | 1.3
CCOC(=O)/C=C1\NC2(CCCCC2)Cc2cc(OC)c(OC)cc21 | 0.4 | 1.3
CCn1c(Cc2ccccc2)nnc1SCC(=O)Nc1nc(C)cs1 | 0.62 | 1.2
COc1ccc(-c2cc(C(F)F)n3ncc(C(=O)N4CCN(C)CC4)c3n2)cc1 | 1.2 | 1.1
CC1CCN(C(=O)CCCOc2ccc(Cl)cc2)CC1 | 1.5 | 1.3
Cc1nc2ncccn2c1-c1csc(NCc2ccco2)n1 | 0.05 | 1.3
CCc1cc(C(=O)NNC(=S)Nc2ccccc2C)cs1 | 0.07 | 1.6
Cc1ccc(OCCn2c(Br)nc3c2c(=O)n(C)c(=O)n3C)cc1 | 0.79 | 1.2
Cc1cccc(C)c1OCC(=O)Nc1oc(-c2ccccc2)c(-c2ccccc2)c1C#N | -3.5* | 1
COc1ccc(C(=O)Nc2nc3ccc(S(C)(=O)=O)cc3s2)cc1 | 0.57 | 1
Cc1cnc(C(=O)Nc2ccc(N3CCOCC3)cc2)cn1 | 0.05 | 1.2
COC(=O)c1[nH]c(C)c(/C(O)=C2\C(=O)C(=O)N(CCN(C)C)C2c2cccc(OC)c2OC)c1C (centres undefined) | -0.63 | 1.1
Cc1c(NC(=O)c2ccccc2)c(=O)n(-c2ccccc2)n1C | 0.59 | 1.1
CC(C)C(=O)Nc1ncc2c(n1)CC(c1cccs1)CC2=O (centres undefined) | 0.04 | 1.1
O=C(NCc1ccc2c(c1)OCO2)C1CCC(CNS(=O)(=O)c2ccccc2)CC1 (centres undefined) | 0.12 | 1.1
COC(=O)c1cc(OC)c(OC)cc1N | 1.6 | 1
CC(C)=C1C2C=CC1C1C(=O)N(c3ccc4c(c3)OCO4)C(=O)C21 (centres undefined) | -0.23 | 1.2
CCOC(=O)Nc1oc2ccccc2c(=O)c1C | 2.1 | 1.2

A second format for part of the listing above.
Values run as follows: PTK2B oligo ant | MT1-MMP txn act
O=C(c1ccccc1)c1cc[n+]([O-])cc1
→ 0.03 | 1.2
CC1=C(C(=O)OC2CCCCC2)C(c2cccnc2)n2ncnc2N1 (centres undefined)
→ -0.41 | 1.1
CC(NC(=O)c1ccco1)C(c1cccs1)N1CCN(c2ccccc2F)CC1 (centres undefined)
→ -0.57 | 1.1
COc1ccc(N(CC(=O)NC2CCCC2)C(=O)c2csnn2)cc1
→ 0.17 | 1.1
CCC(c1nnnn1C1CCCC1)N1CCN(Cc2ccccc2)CC1 (centres undefined)
→ 0.46 | 1.3
CCOC(=O)/C=C1\NC2(CCCCC2)Cc2cc(OC)c(OC)cc21
→ 0.4 | 1.3
CCn1c(Cc2ccccc2)nnc1SCC(=O)Nc1nc(C)cs1
→ 0.62 | 1.2

Later entries:
SMILES | PTK2B oligo ant | MT1-MMP txn act
CN(C)S(=O)(=O)c1cccc(C(=O)Nc2cccnc2)c1 | 0.29 | 1.3
Cc1cc(C)c(C(N)=O)c(Nc2ccc3c(c2)OCCO3)n1 | 0.86 | 1.2
O=S(=O)(NC1CCCC1)c1ccc(S(=O)(=O)N2CCc3ccccc32)cc1 | -1.8 | 0.9
Cc1c(-n2c(SCC(=O)O)nnc2-c2ccccc2Cl)c(=O)n(-c2ccccc2)n1C | 0.53 | 1
COC(=O)C1CC(c2c(OC)cc(OC)cc2OC)=NO1 (centres undefined) | 0.39 | 1.2
COC(=O)c1ccc(Oc2nc(C)cc(Oc3ccccc3)n2)cc1 | -0.62 | 0.8
CC1CCCN(CCC(=O)Nc2ccc(Br)cc2)C1 (centres undefined) | 0.15 | 1.1
C=CCn1c(-c2ccc(OC)c(OC)c2)n[nH]c1=S | 1.2 | 1.2
COc1ccc(CCNC(=O)C(=O)NCC2CCCO2)cc1OC (centres undefined) | -0.36 | 1.2
COc1ccc(-c2cnc(SCC(=O)Nc3nc(C(C)(C)C)cs3)n2Cc2ccco2)cc1 | 0.59 | 1.3
COc1ccc(C(c2nnnn2Cc2ccccc2)N2CCN(c3nc4ccccc4s3)CC2)cc1OC (centres undefined) | -3.8* | 1.1
COc1ccc(-c2nnc(SCC(=O)Nc3ccccc3OC)o2)cc1 | 0.68 | 1.3
COC(=O)c1ccc(NC(=O)CN2CCN(c3ccccc3C)CC2)cc1 | 1.6 | 1.1
C=C(C)CNC(=S)/N=c1\scc(C)n1CC | 0.95 | 1.3
CCCn1c(SCC(=O)Nc2cc(C)on2)nc2c1c(=O)n(C)c(=O)n2C | -0.16 | 1
CCc1ccccc1NC(=O)c1cnccn1 | -0.35 | 1.1
CCCc1nc2ccc(NC(=O)c3ccco3)cc2c(=O)n1Cc1ccccc1Cl | -0.77 | 1.3
O=C(Nc1ccc(Cl)c(C(F)(F)F)c1)NC1CC2CCCC(C1)N2C1CC1 (centres undefined) | 0.61 | 1.1
CCCCOc1ccc(CSC(CC(=O)O)C(=O)O)cc1 (centres undefined) | -0.38 | 1.1
O=C1SCCc2c1n(Cc1ccccc1)c1ccccc21 | -0.67 | 1.2
NS(=O)(=O)c1ccc(CCNC(=O)CCC2COc3ccccc3O2)cc1 (centres undefined) | 1.1 | 1.1
O=C(Nc1cccc(-c2cc3ccccc3oc2=O)c1)c1ccc(Br)o1 | -0.79 | 1
c1ccc(Nc2ccc3c4c(cccc24)CC3)cc1 | -0.94 | 1
CCOC(=O)C(NC(=O)Cc1ccccc1)(Nc1cc(C)on1)C(F)(F)F (centres undefined) | -0.16 | 1.2
CC(=O)NCC(=O)OCN1C(=O)c2ccccc2C1=O | 0.74 | 1.1
SMILES | PTK2B oligo ant | MT1-MMP txn act
CCN(C(=O)CSc1nnc(Cn2nnc3ccccc32)o1)c1nc(C)cs1 | 1.3 | 1.1
CN(CCOC(=O)c1ccc2c(c1)OCCO2)C(C)(C)C | 0.36 | 1.2
COc1cccc(Nc2cc(C)nc3ccccc23)c1 | 0.73 | 1
CCc1ccc(NC(=O)c2cc(-c3ccco3)on2)cc1 | 0.04 | 1.3
CCOC(=O)CCCNS(=O)(=O)c1c(C)ccc2nsnc12 | -0.08 | 1.2
COc1cccc(C2C(C(=O)c3cc4ccccc4o3)=C(O)C(=O)N2CCN(C)C)c1OC (centres undefined) | -0.4 | 1
COC(=O)c1c(NC(=O)C(C)C)sc2c1C(C(=O)OC)CC2 (centres undefined) | -0.58 | 1.1
Cc1cccn2c(=O)c3cc(C#N)c(=NC(=O)c4cccnc4)n(CC4CCCO4)c3nc12 (centres undefined) | -0.24 | 1
CCC1Oc2ccc(C)cc2N(CC(=O)N(Cc2ccc(C)o2)C2CC(C)(C)NC(C)(C)C2)C1=O (centres undefined) | 0.41 | 1.3
O=C(COC(=O)CCc1ccc(S(=O)(=O)N2CCOCC2)cc1)Nc1ccc(Cl)cn1 | -0.26 | 1.2
C=CCn1c(SCC(C)=O)nnc1-c1cc(-c2ccccc2)sc1N | -0.73 | 1.3
O=C(CSCc1ccccc1)N1CCN(Cc2ccc3c(c2)OCO3)CC1 | -0.47 | 1.2
CC1OC23CCCCC2C(C#N)(C(=N)O3)C1(C#N)C#N (centres undefined) | 0.5 | 1.1
Cc1nn(Cc2ccccc2)c(C)c1NC(=O)c1cc(-c2ccco2)on1 | -0.05 | 1.2
CCn1c(SCC(=O)c2cc(OC)ccc2OC)nnc1-c1ccncc1 | -0.46 | 1.1
O=C(CSc1ccccn1)Nc1nncs1 | 0.05 | 1.1
O=C(CN1C(=O)CCS(=O)(=O)c2ccccc21)NCc1ccccc1 | -0.19 | 1
CCc1nnc(NC(=O)CSc2nnnn2C)s1 | -1.1 | 1.3
COc1ccc(CCNC(=O)CCCn2c(=O)[nH]c3cc(OC)c(OC)cc3c2=O)cc1OC | -0.02 | 1
CCOc1cc(C)c(S(=O)(=O)N2CCCC2)cc1C | -0.51 | 0.9
Cc1ccc(-n2ncc3c(NCc4ccc5c(c4)OCO5)ncnc32)c(C)c1 | -2.8 | 1
Cc1ccc(OCCn2c(=O)sc3ccccc32)cc1 | -0.68 | 1.5
O=C1CCC(=O)N1OCCCOc1ccc(Br)cc1Cl | 0.2 | 1.2
Cc1ccc2cc(CN(CC3CCCO3)S(=O)(=O)c3ccc4c(c3)OCCO4)c(=O)[nH]c2c1C (centres undefined) | -0.2 | 1.3
Cc1ccccc1NC(=O)C1CCN(c2cnccn2)CC1 | 0.53 | 1.1
SMILES | PTK2B oligo ant | MT1-MMP txn act
CC(C)(C)NC(=O)C(c1ccccc1)N(Cc1cccs1)C(=O)c1csnn1 (centres undefined) | -0.51 | 1.2
CCn1c(SCC(=O)Nc2sc3c(c2C#N)CCCC3)nnc1-c1ccncc1 | -1.4 | 1.1
COc1ccc(CCn2c(-n3nc(C)cc3C)nc3c2c(=O)[nH]c(=O)n3C)cc1 | -0.62 | 0.3
CCOC(=O)C(NC(C)=O)(Nc1ccc(S(=O)(=O)Nc2cc(C)on2)cc1)C(F)(F)F (centres undefined) | 2.3 | 1
CCN(CC)C(=O)c1ccc(Nc2nnc(C)c3ccccc23)cc1 | -0.64 | 1
O=C(c1ccc(C(=O)N2CCCCCC2)cc1)N1CCCCCC1 | -0.19 | 1.2
CCn1cnc2cc(NCc3nc4ccccc4n3Cc3ccccc3)ccc21 | -0.86 | 1.4
NNC(=O)COc1cccc2cccnc12 | 0.2 | 1.1
O=C1NC(=O)C2(CCC(C(=O)O)C2)N1 (centres undefined) | 0.32 | 1
Cn1c(=O)cc(OCCCC(=O)Nc2ccc3c(c2)OCCO3)c2ccccc21 | 1.2 | 0.9
Cc1nn(-c2cc(N3CCCCC3)ccc2[N+](=O)[O-])c(=O)c2ccccc12 | -3.8* | 1.2

Screening results as filed in PubChem.
